Autophagy mod – alters autophagy in cells; calls only at 10 µM (by protocol); 0.98% of 190,000 active; MEF GFP-LC3 puncta imaging; test concentration mostly 10 µM; AID 463193;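 active means percentage of spot-positive cells more than 3 SD above its plate mean, without a fluorescence outlier flag or 80% toxicity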;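 further: spot-positive cell cutoff set from DMSO-treated cells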
Ins promoter up – MIN6 insulin promoter up-regulation; MIN6 insulin promoter-GFP reporter, high-content imaging; hits give high values; z-score at 5 µM; 0.3% of 190,000 active; AID 1625;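 active means z-score above 3 at 5 µM with at least 500 cells counted in the well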
WT yeast gro inh – growth inhibition of WT yeast, mitochondrial fusion screen; mitochondrial fusion phenotypic screen, WT strain; inhibition, % at 10 µM; 2.1% of 190,000 active; AID 1362; in the data active means inhibition above about 58%; tested in S. cerevisiae
bCat nuc transl – beta-catenin nuclear translocation modulation; nuclear translocation activity, % at 5 µM; HeLa beta-catenin nuclear translocation, immunofluorescence imaging; 0.3% of 190,000 active; AID 1665;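 active means nuclear translocation activity above 50% at 5 µM, with a well cell count of 50 or more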;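 further: per-cell ratio of nuclear to cytoplasmic median beta-catenin stain intensity; plate controls were DMSO negative control for no effect and GSK-3 inhibitor IX positive control for full effect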
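test system = HeLa cells, endogenous beta-catenin | dosing = single 5 µM dose plus 0.02–20 µM confirmation series | times = compound treatment 24 h, 37°C, 5% CO2 | technique = beta-catenin immunofluorescence imaging with DAPI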
HIV fusion peptide – inhibitors of HIV fusion peptide binding, primary screen, biochemical, uHTS, fluorescence dequenching (AID 1986); 0.3% of 290,000 active; inhibition, % at 20 µM; hits with a dose series show IC50 in µM; cell-free peptide binding, fluorescence dequenching, 30 min; higher % means a stronger effect; in the data active means inhibition mostly above about 52%, no sharp cut-off; inactive means mostly below about 76%; further: some results filed as inactive read as strong as hits
Yfh1-depleted yeast – enhancers of respiration in Yfh1-depleted yeast, dose response, Friedreich's ataxia, plus single-dose screen (AID 1465); S. cerevisiae Yfh1-off respiration, WST-1 reduction, 72 h; higher fold induction means a stronger effect; 0.074% of 220,000 active; one-dose fold induction at 50 µM; EC50 in µM for titrated hits;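 active means fold induction of absorbance versus untreated yeast above a set limit, then at least 30% activation at any dose in follow-up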;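 further: activators that raise dye reduction in frataxin-depleted yeast; strong numbers were not always called active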
AID2073 – inhibitors of Mint1-CaV2.2 protein interaction, biochemical, HTRF (AID 2073); HTRF protein-protein interaction, Mint1-CaV2.2; higher % means a stronger effect; inhibition, % at 20 µM, or IC50 in µM where a hit was titrated; 0.19% of 290,000 active; in the data active means inhibition mostly above about 51%, no sharp cut-off; further: some results filed as inactive read as strong as hits
MT stabilize HCS – stabilizes microtubules in HeLa cells; 0.83% of 200,000 active; % tubulin-high responders, % at 10 µM; HeLa tubulin immunostaining HCS, 24 h; share of cells brighter than vehicle mean+2SD;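 active means plate Z-score above 3 for both tubulin-high and condensed-nucleus cell shares, with cell loss under 80%, at 10 µM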;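 further: anti alpha tubulin signal scored within the nucleus-defined area of each cell; some results filed as inactive read as strong as hits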
Dynein transport – dynein cargo transport inhibition; AID 1381; 0.47% of 220,000 active; z-score, hits read low; 3617.4 mouse cells, GR-EGFP nuclear translocation imaging; test concentration mostly 20 µM; stimulated with dexamethasone, 1 µM; hits give low values;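 active means plate z-score of nuclear minus cytoplasmic receptor signal below a set negative limit, without overly bright fluorescence or cell loss, cut at about -3.5 in these data, passing the limit was not always enough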;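 further: z-score of nuclear minus cytoplasmic ring GR-EGFP intensity difference per well; some compounds called inactive have numbers as strong as hits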
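Buffer or medium: tetracycline-free induction medium containing charcoal-stripped FBS / Reagent: dexamethasone agonist, 1.0 µM final, for 30 min / Technique: automated 10x imaging of fixed Hoechst-stained cells / Times: induction 48 h, compound 1 h, agonist 30 min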
WT yeast gro inh mutant strain – recorded beside WT yeast gro inh, whose call it bears; inhibition, %; mitochondrial fusion phenotypic screen, mutant strain inhibition
Dynein transport cytoplasmic EGFP – also measured in Dynein transport; calls as there; z-score; measured here: cytoplasmic GR-EGFP intensity; hits give high values
Dynein transport nuclear GR-EGFP – second read-out of Dynein transport, no call of its own (marks repeat the call); z-score; measured here: nuclear GR-EGFP intensity;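 lower value marks the stronger effect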
Dynein transport cell count – further read-out of Dynein transport, marked with its call; z-score; measured here: cell count per field
Ins promoter up cell count – recorded beside Ins promoter up, whose call it bears; cell count; measured here: cytotoxicity, nuclei count;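 total cells summed across four imaged fields per well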
bCat nuc transl cell count 5 µM – further read-out of bCat nuc transl, marked with its call; cell count; measured here: cell count, cytotoxicity flag
MT stabilize HCS Hoechst-high % – second read-out of MT stabilize HCS, no call of its own (marks repeat the call); % Hoechst-high responders; measured here: nuclear condensation Hoechst responders;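 share of cells brighter than vehicle mean plus two SD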
MT stabilize HCS cytotoxicity % – further read-out of MT stabilize HCS, marked with its call; toxicity, %; measured here: cytotoxicity by cell density;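 0% = mean cell density of plate MIN control wells and 100% = no cells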
Autophagy mod cell loss 18 h – further read-out of Autophagy mod, marked with its call; toxicity, %; measured here: cell loss, nuclei count;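 cell loss after 18 h compound exposure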
Active calls of the source: *; i = inactive; · = not tested or not shown; + = active, no number.

Values run as follows: AID2073 | Dynein transport cell count | Dynein transport cytoplasmic EGFP | MT stabilize HCS cytotoxicity % | Ins promoter up | Dynein transport | bCat nuc transl | MT stabilize HCS | Dynein transport nuclear GR-EGFP | MT stabilize HCS Hoechst-high % | WT yeast gro inh mutant strain | Autophagy mod | Yfh1-depleted yeast | bCat nuc transl cell count 5 µM | HIV fusion peptide | Autophagy mod cell loss 18 h | WT yeast gro inh | Ins promoter up cell count
COc1ccc(/C(N)=N/OC(=O)c2ccco2)cc1
    14.4% | 0.901 | -0.347 | 6.4 | 0.36 | -1.26 | -2.6 | 9.3 | -0.229 | 2.2 | 16.3 | i | i | 1028 | -1.0% | 15.5 | -2.3 | 1232
CCN(CC)CCNCC(O)(c1ccc(Cl)cc1)c1ccc(Cl)cc1
    3.1% | -0.548 | -0.0697 | 0.7 | -2.6 | -0.67 | 0.8 | 2.9 | -0.384 | 1.9 | 7.8 | i | i | 1184 | 0.4% | -6.3 | 14.5 | 1209
COc1cccc(C(=O)c2ncc(C(F)(F)F)cc2Cl)c1
    -23.7% | 0.97 | -0.346 | 9.6 | -0.05 | -0.629 | 1.9 | 4.1 | -0.322 | 2.1 | 8.9 | i | i | 1075 | -2.1% | 0.2 | 7.5 | 1267
O=C(c1ccc2c(c1)OCO2)N1CCC2(CC1)Oc1ccc(Cl)cc1C(=O)C21CC(c2ccccc2)=NO1 (stereo not drawn)
    13.4% | -0.623 | -0.735 | · | -0.03 | 0.238 | -1.0 | · | 0.268 | · | · | · | i | 1342 | -2.3% | · | · | 1092
COC(=O)c1ccc(C(=O)OC)c(NC(=O)COC(=O)C2CCC(C(C)(C)C)CC2)c1 (stereo not drawn)
    1.9% | -0.652 | -0.119 | 8.9 | -0.55 | 1.28 | · | 2.2 | 0.99 | 0.9 | 10.7 | i | i | · | -1.5% | -5.8 | 11.8 | 948
COc1ccc(C2C(C(=O)c3cccs3)=C(O)C(=O)N2Cc2cccnc2)cc1OC (stereo not drawn)
    -19.8% | 0.7 | -0.302 | 6.1 | · | -0.822 | -2.0 | 1.8 | -0.339 | 2.9 | -4.5 | i | i | 1655 | -2.4% | -6.5 | -3.8 | ·
CCOc1cc2c(cc1OC)C(c1cccc([N+](=O)[O-])c1)NCC2 (stereo not drawn)
    -2.5% | -0.424 | -0.257 | 1.4 | -0.05 | 0.0654 | -4.8 | 3.1 | 0.408 | 2.1 | 5.2 | i | i | 1068 | -1.5% | 19.0 | -3.3 | 1540
COC1CCCN(Cc2nc(Cc3ccccc3F)no2)C1 (stereo not drawn)
    7.8% | 0.669 | -0.295 | 5.8 | 0.54 | -0.386 | 0.0 | 2.6 | 0.125 | 0.6 | -7.6 | i | i | 970 | 1.4% | -3.3 | -4.3 | 1359
COc1ccc(-c2csc(C3=C(O)CN(C(C)C)C3=N)n2)cc1OC
    0.9% | 1.32 | -0.355 | 6.4 | -1 | -1.08 | 0.1 | 2.8 | -0.226 | 3.4 | -2.7 | i | i | 1120 | -1.5% | -2.1 | -4.5 | 1180
COc1cc(OC)c(C(=O)CCCN2CCCC2)c(OC)c1
    -2.3% | 1.21 | -0.251 | 15.8 | · | -0.514 | -2.7 | 2.9 | -0.0767 | 2.5 | -13.9 | i | i | 589 | 0.2% | 6.6 | -3.0 | ·
Cc1ccc(O)c(-c2cc(C(=O)Nc3cccnc3)[nH]n2)c1
    -2.8% | 0.82 | -0.287 | · | 0.44 | 0.149 | -3.6 | · | -0.339 | · | · | · | i | 1232 | -3.0% | · | · | 1377
OCCN(CCO)c1ccc2ccccc2c1
    -24.8% | -0.42 | -0.242 | 8.5 | 0.5 | 1.2 | 0.0 | 2.9 | 0.475 | 2.5 | -10.9 | i | i | 1074 | -2.8% | -1.5 | -16.7 | 1195
CC1(C)Cc2nc(N3CCOCC3)c(C#N)cc2CO1
    8.9% | -0.843 | -0.219 | 5.1 | · | 0.788 | · | 4.6 | 0.392 | 0.9 | 16.2 | i | i | · | -0.4% | 2.1 | -1.8 | ·
CCOc1ccc(/C=C(/NC(=O)c2ccccc2Cl)C(=O)O)cc1
    -6.7% | -0.91 | -0.158 | 2.9 | · | 0.362 | 0.2 | 1.6 | 0.0768 | 2.3 | -6.8 | i | i | 1527 | -0.3% | -0.9 | 2.5 | ·
CC(NC(=O)c1ccccc1NC(=O)c1ccccc1)C(=O)N1CCOCC1 (stereo not drawn)
    -4.0% | -1.33 | -0.199 | 12.8 | 0.26 | 1.54 | -1.9 | 3.5 | 0.422 | 3.3 | -15.6 | i | i | 935 | 1.7% | -3.2 | -9.4 | 1439
CC1CCCN(C(=O)CSc2nnc(-c3cccnc3)n2C2CCCCC2)C1 (stereo not drawn)
    -8.1% | 0.0521 | 0.00107 | 11.3 | 0.34 | -0.294 | -5.4 | 1.4 | -0.169 | 1.4 | -16.5* | i | i | 963 | -2.5% | -5.9 | 65.2* | 1263
CCSS(=O)(=O)c1cccc2cccnc12
    -34.2% | 0.946 | -0.253 | · | -0.27 | -0.569 | -0.1 | · | -0.32 | · | · | · | i | 1382 | 0.8% | · | · | 1084
FC(F)(F)c1nnc2c(Sc3ccccc3)nc3ccccc3n12
    9.2% | -0.0235 | -0.145 | 4.2 | -0.79 | 0.741 | -3.7 | 0.7 | 0.0549 | 1.3 | -7.5 | i | i | 987 | 2.3% | 4.7 | -24.6 | 1511
S=C(NCC(c1cccnc1)N1CCOCC1)NC1CCCCC1 (stereo not drawn)
    0.5% | 0.262 | 0.164 | 6.4 | -0.72 | -0.188 | -0.6 | 1.5 | 0.137 | 2.7 | 4.3 | i | i | 1057 | 0.0% | -2.9 | -7.3 | 1289
COc1cc(/C=N/N=C2/C(=O)Nc3ccccc32)ccc1O
    -4.9% | 0.197 | -0.206 | 11.2 | -1.08 | -0.148 | 8.8 | 3.9 | -0.0591 | 2.7 | 15.7 | i | i | 637 | 0.2% | -6.9 | -10.7 | 1251
COC(=O)C(NC(C)=O)(Nc1ccc(Br)cn1)C(F)(F)F (stereo not drawn)
    -3.2% | 0.636 | -0.278 | 10.5 | · | -0.676 | -0.4 | 2.2 | 0.313 | 2.2 | 16.8 | i | i | 1176 | -2.5% | 5.4 | 0.5 | ·
COc1cc2c3nnc(-c4ccc(F)cc4)c-3cn(Cc3ccccc3F)c2cc1OC
    38.2% | 0.64 | -0.0379 | 1.4 | 6.27* | 0.228 | 0.5 | 3.2 | 0.0808 | 3.2 | -13.0 | + | i | 1117 | 145.6% | 11.6* | -54.4 | 963*
COc1cc(CNc2ccc(C(=O)O)cc2)cc(Br)c1OCC(=O)NC(C)(C)C
    13.8% | 0.537 | -0.0325 | 3.3 | 0.94 | -0.4 | -2.6 | 3.0 | -0.44 | 2.9 | 7.9 | i | i | 546 | 6.0% | -2.4 | 3.0 | 1313
CCOc1ccc2nc(NC(=O)CSc3nc4cccnc4n3C)sc2c1
    10.4% | 1.38 | -0.298 | 2.5 | -0.17 | -0.74 | 0.8 | 4.9 | -0.445 | 2.7 | -1.2 | i | i | 1363 | -3.1% | 2.6 | 4.1 | 1578
COc1ccc(Nc2ncnc3ccccc23)cc1
    4.9% | 0.89 | 0.131 | 5.2 | -0.56 | -0.759 | -1.8 | 3.0 | -0.401 | 1.2 | -4.7 | i | i | 1110 | 0.8% | -6.0 | 7.3 | 880
COc1ccc(/C=N/N=C2\SCC(=O)N2c2c(C)n(C)n(-c3ccccc3)c2=O)cc1OC
    6.0% | -1.17 | -0.192 | 0.6 | -0.06 | 0.131 | -1.9 | 3.5 | 0.315 | 2.7 | 5.8 | i | i | 565 | -0.3% | 8.7 | 13.3 | 1318
Nc1nc(SCC(=O)c2ccc(Oc3ccccc3)cc2)n[nH]1
    -11.5% | 1.43 | -0.0377 | 2.8 | 0.25 | -0.351 | · | 2.1 | -0.793 | 0.5 | -6.2 | i | i | · | -0.3% | -3.5 | -12.3 | 1334
CC(C)[C@H](NC(=O)c1ccccc1)C(=O)OCC(=O)N1CCc2ccccc2C1
    9.4% | 0.292 | -0.131 | 8.0 | -0.46 | -0.622 | -4.3 | 1.5 | -0.0907 | 2.0 | 1.1 | i | i | 1153 | -1.5% | -6.6 | -11.7 | 1148
CC1(C)C2CCC(C2)C1(C)NC(=O)CNCC1CCCCC1 (stereo not drawn)
    54.5% | -2.25 | 0.102 | 9.7 | -0.45 | -0.315 | -4.6 | 2.3 | -0.228 | 1.2 | 7.1 | i | i | 1128 | -0.4% | -19.5 | 7.0 | 1298
O=C(NCC(c1cccs1)N1CCOCC1)c1ccc(Cl)c([N+](=O)[O-])c1 (stereo not drawn)
    -2.1% | -1.12 | -0.0202 | 8.4 | -0.31 | 1.12 | -2.0 | 1.8 | 0.951 | 3.0 | -9.7 | i | i | 1152 | 1.5% | 5.4 | -8.7 | 1498
Cc1cccc(NCCNc2cccc(C)c2)c1
    -12.2% | 0.377 | -0.231 | 6.1 | -0.09 | 0.575 | 3.4 | 2.6 | -0.644 | 1.1 | 12.0 | i | i | 1356 | -1.5% | 4.4 | 6.0 | 1516
COc1cccc(CN2CCN(Cc3ccc(OC)c(OC)c3)CC2CCO)c1 (stereo not drawn)
    0.7% | 0.646 | -0.299 | 2.9 | 1.06 | -0.371 | -1.6 | 3.0 | 0.00823 | 2.3 | 5.3 | i | i | 1006 | -0.1% | 27.7 | -0.2 | 1495

High-throughput results: PubChem, several laboratories
